Assay outcomes (PubChem BioAssay)
EPAC2 agonist: activates human EPAC2 exchange factor; 0.079% of 360,000 active; Q8WZA2; EPAC2 activation, biochemical qHTS; response scale: 100% = 6.5 mM cAMP response; Potency, µM (series often up to 154 µM), for the others: at the highest dose activation, actives largely listed as activators; also: potency is read from the fitted curve at half-maximal effect; nearly all actives have a fitted effect of over 50% in size
Target sequence (Q8WZA2 whole entry, looked up): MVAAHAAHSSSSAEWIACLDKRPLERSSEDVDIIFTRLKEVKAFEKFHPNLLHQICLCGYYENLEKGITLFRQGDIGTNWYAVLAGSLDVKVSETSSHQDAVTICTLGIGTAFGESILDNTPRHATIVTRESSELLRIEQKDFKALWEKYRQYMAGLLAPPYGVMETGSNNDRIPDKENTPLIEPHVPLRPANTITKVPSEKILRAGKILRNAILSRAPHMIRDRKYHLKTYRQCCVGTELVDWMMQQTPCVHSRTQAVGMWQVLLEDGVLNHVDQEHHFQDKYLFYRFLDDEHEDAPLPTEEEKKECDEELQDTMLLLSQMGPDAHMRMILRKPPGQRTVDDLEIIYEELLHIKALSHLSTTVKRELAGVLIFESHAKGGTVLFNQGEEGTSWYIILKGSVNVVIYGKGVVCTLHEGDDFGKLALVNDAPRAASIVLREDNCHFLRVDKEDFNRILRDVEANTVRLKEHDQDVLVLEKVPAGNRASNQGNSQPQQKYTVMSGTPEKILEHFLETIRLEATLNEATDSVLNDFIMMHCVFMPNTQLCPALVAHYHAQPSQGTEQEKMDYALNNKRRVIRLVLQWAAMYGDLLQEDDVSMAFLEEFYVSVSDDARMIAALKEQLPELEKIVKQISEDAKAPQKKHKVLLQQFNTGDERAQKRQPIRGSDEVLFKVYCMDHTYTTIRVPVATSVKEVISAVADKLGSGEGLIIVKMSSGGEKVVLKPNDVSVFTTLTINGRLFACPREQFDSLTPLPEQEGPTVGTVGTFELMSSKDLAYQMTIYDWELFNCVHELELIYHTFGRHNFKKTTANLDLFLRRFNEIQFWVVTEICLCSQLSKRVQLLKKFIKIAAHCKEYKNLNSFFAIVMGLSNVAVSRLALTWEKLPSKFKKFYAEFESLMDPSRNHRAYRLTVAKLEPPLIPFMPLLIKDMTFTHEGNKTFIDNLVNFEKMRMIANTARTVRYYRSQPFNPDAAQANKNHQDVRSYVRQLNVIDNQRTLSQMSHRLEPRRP
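Guanine nucleotide exchange by EPAC2 is measured as reduced fluorescence of BODIPY-GDP once it is released from 250 nM Rap1B. Plates are read kinetically for 30 min at room temperature; results are scaled to 6.5 mM cAMP.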
EPAC2 antagonist: EPAC2 (human) antagonism | Q8WZA2 | Potency, µM (top dose mostly 114 µM), without a hit: at the highest dose activity, negative = inhibition, most hits filed as inhibitors | 0.18% of 360,000 active | EPAC2 GEF exchange of Rap1B-BODIPY-GDP, fluorescence; also: potency is read from the fitted curve at half-maximal effect; % is scaled to controls: 0 for no effect and ±100 for the full control effect; nearly all actives have a fitted effect of over 45% in size; many of its hits are not listed in these tables
TDP-43 yeast inh: rescues yeast growth from TDP-43 toxicity. TDP-43 expressing yeast growth rescue, BacTiter-Glo, 24 h. Potency, µM (doses to about 46.1 µM), for inactives: top-dose growth rescue (activation), most hits filed as activators. 1.8% of 410,000 active; also: potency is read from the fitted curve at half-maximal effect; % of control where 0% means no effect; nearly all actives have a fitted effect of over 50% in size
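Growth rescue of TDP-43-toxic yeast measured as ATP luminescence (BacTiter-Glo). Cells grown to mid-log in raffinose, induced in galactose at OD600=0.02, exposed to compound 24 hr at 30 deg C.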
Abeta rescue: compounds reversing amyloid beta toxicity in yeast. yeast expressing A-beta42, growth rescue, OD600, 48 h; response scale: 0% DMSO, 100% iron-clioquinol control. Potency, µM (doses to about 46.1 µM), for the others: top-dose growth rescue, actives largely listed as activators. 0.063% of 410,000 active; also: potency is read from the fitted curve at half-maximal effect; nearly all actives have a fitted effect of over 55% in size
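Growth rescue measured by 600 nm absorbance after 48 h yeast culture at 30 C with compound. Values normalized between DMSO and an equimolar ferric chloride plus clioquinol control.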
aSyn rescue: inhibitors of alpha-synuclein toxicity in yeast. Yeast expressing alpha-synuclein, growth rescue, BacTiter-Glo, 24 h. Potency, µM (top dose mostly 46.1 µM), without a hit: at the top dose growth rescue (activation), most hits filed as activators. 0.14% of 370,000 active. AID 652106; also: potency is read from the fitted curve at half-maximal effect; % of control where 0% means no effect; nearly all actives have a fitted effect of over 65% in size
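Galactose-induced alpha-syn yeast (OD600=0.02, raffinose-pregrown) + pinned cpd, 24 hr, 30 deg C; growth by BacTiter-Glo luminescence. Growth restoration scores as activation.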
FUS suppressor: suppressors of FUS proteinopathy in yeast; 0.24% of 390,000 active; Potency, µM (series often up to 76.6 µM), without a hit: at the top dose growth rescue (activation), actives largely listed as activators; S. cerevisiae FUS-expressing, growth rescue, OD600, 24 h;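 also: potency is read from the fitted curve at half-maximal effect; plate controls were DMSO vehicle for no effect and reference control for full effect; nearly all actives have a fitted effect of over 55% in size; some results filed as inactive show a strong effect at the top dose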
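S. cerevisiae expressing FUS from galactose induction served as the toxicity model. Growth after 24hr at 30C, read as absorbance at 600 nm, indicates suppression of toxicity; compounds dosed at several concentrations.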
DRD3 antagonist: D3 dopamine receptor (human) antagonism | 2.5% of 360,000 active | D3R cells, DiscoveRx beta-arrestin luminescence, antagonist mode; stronger effect = lower value | max response, negative = inhibition, % | P35462 | AID 652054; in the data active = max response below about -50%; inconclusive = no clear call, values can overlap the other calls; also: % is scaled to controls: 0 for no effect and ±100 for the full control effect; mostly tested at two doses, the higher about 12 µM
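Cells plated overnight at 1500 cells/well, then exposed to library compounds with dopamine controls for 90 minutes at 37 degrees C. DiscoveRx reagent added for 30–60 minutes at room temperature; luminescence read, quantitative HTS format.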
D3 ag: agonists of human D3 dopamine receptor; AID 652048; P35462; 0.58% of 410,000 active; D3R DiscoveRx beta-arrestin cells, luminescence, 90 min; max activation, %; in the data active = max activation above about 30%; also: 0% is about no effect; mostly tested at two doses, the higher about 12 µM
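Agonist-mode cell screen: cells plated at 1500/well and incubated overnight at 37 °C, then exposed to library compounds for 90 min at 37 °C. Detection reagent was added for 30–60 min at room temperature, and luminescence was read.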
Numbers without * were called inactive; ? = inconclusive; · = no result given; & = joins results of further samples; [ ] = dose if it differs, or a comment. Unless noted, calls follow the shape of the dose curve; as a rule, active = well fitted curve in the direction sought with a large enough effect; inconclusive = small, poorly fitted or top-dose-only effect, or another doubt; inactive = no such curve, though single readings can be large; an effect the other way counts as inactive or inconclusive. A portion of the library. The share of hits here may be higher or lower than overall.

SMILES | EPAC2 agonist | EPAC2 antagonist | TDP-43 yeast inh | Abeta rescue | aSyn rescue | FUS suppressor | DRD3 antagonist | D3 ag
Clc1ccc(-c2noc3ncnc(NC4CCCCC4)c23)cc1 | · | · | 35µM* | -14% | · | 29% | · | 1
CCOc1ccc(OCC)c(NC(=O)c2cc(-c3cccs3)nc3ccccc23)c1 | · | · | -9% | -15% | · | -19% | · | -1
Cc1cc(C)n2nc(SCC(=O)NC3(C#N)CCCCC3)nc2n1 | -4% | 4% | 10% | 2% | 1% | -9% | 0 | -2
CCc1ccc2c(c1)cc(CN(Cc1ccco1)C(C)=O)c1nnnn12 | -1% | -9% | 3% | -11% | -1% | -3% | 7 | 9
CCN(CC)S(=O)(=O)c1ccc(N2CCOCC2)c(NC(=O)c2cc([N+](=O)[O-])ccc2Cl)c1 | 11% | -3% | -11% | -17% | -7% | 3% | 6 | 2
CCOC(=O)C1CCN(C(=O)c2cc3cc(Cl)ccc3[nH]2)CC1 | -3% | ? | 16µM* | 5% | 1% | 39% | -5 | -2
O=C(Oc1ccccc1)N1CCN(C(=O)c2ccco2)CC1 | 13% | 0% | -1% | -6% | 0% | 9% | 4 | 1
Cc1cccc(NC(=O)CN2CCc3cc4c(cc3C2)OCCCO4)c1 | 6% | -1% | -14% | 1% | 1% | -2% | -11 | -15
CN(Cc1ccccc1)C(=O)C1CCC(CNS(=O)(=O)c2cccc3cccnc23)CC1 (stereo not given) | 22% | -1% | -13% | 16% | ? | 29% | -18 | -1
COc1ccc(Cl)cc1NC(=O)CN(C)C(=O)c1ccc(N2CCCCC2)c([N+](=O)[O-])c1 | -4% | -9% | -18% | 28% | 16% | ? | -14 | -29
Cc1cccc(NC(=O)CCNS(=O)(=O)c2ccc(Cl)cc2)c1 | -1% | 5% | 17% | -8% | 5% | ? | -5 | -4
Cc1ccc(NC(=O)CSc2ncnc3ccccc23)cc1S(=O)(=O)N1CCOCC1 | -4% | -5% | 6% | -3% | 4% | 18% | 12 | 10
S=C(c1ccc(-c2cccc(Cl)c2)o1)N1CCCCC1 | 0% | ? | 0% | 10% | -9% | 8% | -5 | -12
CN(C)C(=O)/C(=C/c1ccc(-c2cccc([N+](=O)[O-])c2)o1)NC(=O)c1ccccc1 | 11% | -2% | 2% | 8% | 9% | 3% | 1 | 18
COc1ccc(CN2C[C@@H](CO)O[C@@H](n3cnc4c(N5CCOCC5)ncnc43)C2)cc1 | -2% | 17% | -9% | -4% | -8% | -12% | 0 | -10
CC(=O)N(C)c1ccc(NC(=O)CCN2C(=O)c3ccccc3C2=O)cc1 | 5% | 2% | 15% | -3% | -9% | 5% | -1 | 8
CS(=O)(=O)N1CCc2cc(C(=O)Nc3cccc([N+](=O)[O-])c3)ccc21 | 0% | 5% | -2% | -2% | 3% | -4% | -5 | -2
O=Cc1c(NCc2ccc(F)cc2)c2ccccc2[nH]c1=O | 6% | 1% | -14%[1.82 µM] | -4% | 0% | 6% | -10 | -12
Cc1nc(SCC(=O)Nc2cc(C(N)=O)cc(C(N)=O)c2)c2c(C)c(C)sc2n1 | 2% | -7% | -20% | 7% | 1% | 1% | 2 | 5
O=C(O)CCNS(=O)(=O)c1ccccc1 | 8% | 14% | -15% | 1% | -8% | -8% | -18 | -1
O=C(CN1CCCc2ccccc21)NC(=O)NCc1ccccc1 | 7% | 4% | -10% | 5% | -2% | 3% | -1 | 0
COc1cc(C(=O)N(C)CC2CCN(CCc3cccc(C(F)(F)F)c3)CC2)ccc1C | -6% | 0% | -1% | 6% | -1% | -5% | -28 | -18
CCCn1c2ccccc2c2nc3ccccc3nc21 | 10% | -2% | 15% | -22% | -6% | 13% | 0 | -1
CCCCCSc1nnc2c(n1)OC(c1cccn1C)N(C(C)=O)c1ccccc1-2 (stereo not given) | -3% | -6% | ? | 3% | 0% | 5% | 11 | 4
C=C1CCC[C@]2(C)C[C@H]3OC(=O)C(CN4CC(C)OC(C)C4)[C@H]3C[C@@H]12 (stereo not given in full) | -2% | -3% | 12% | 5% | 3% | 3% | 7 | -13
O=C(NCCc1ccc(F)cc1)C1CCN(C(=O)Nc2ccccc2)CC1 | 3% | 1% | 12% | 6% | 2% | -3% | -1 | 1
Cc1ccccc1C(=O)NC1CCN(Cc2nnnn2C(C)(C)C)CC1 | 8% | 0% | 0% | -8% | -8% | -46% | -6 | 0
N#C/C(=C(/O)COC(=O)CSc1ccc(Cl)cc1)c1nc2ccccc2[nH]1 | 11% | -5% | -10% | -16% | -1% | 19% | -9 | -7
Cc1ccc2c(c1)N(C(=O)N1CCC(C(=O)NCCC3=CCCCC3)CC1)CC(C)O2 (stereo not given) | · | · | 0% | 9% | · | 5% | · | -4
COc1cc(/C=C/c2nc3ccccc3c(=O)[nH]2)ccc1OC(F)F | 0% | -17% | 8% | -9% | 0% | -14% | 5 | 3
CCCN(C(=O)Cc1csc(-c2ccccc2)n1)C1CCS(=O)(=O)C1 (stereo not given) | 6% | 8% | 19% | 3% | 1% | · | 5 | 4
CCOC(=O)N1CCC(NC(=O)C2CCCN(c3nc4ccccc4o3)C2)CC1 (stereo not given) | 11% | 1% | 2% | 11% | 0% | 24% | 16 | 8
CCOC(=O)NC(=O)CSc1nc(-c2ccc(C)c(C)c2)cn1-c1ccccc1 | 3% | -5% | 35µM* | 13% | 0% | 44% | -2 | 1
O=C(NCCN1CCOCC1)c1sc2ccccc2c1Cl | 9% | 2% | -5% | -12% | 5% | -3% | -12 | -15
Cc1nn(C(C)C(=O)NCc2ccc(Cl)cc2)c(=O)c2cc3occc3n12 (stereo not given) | 0% | 6% | 19% | 4% | 9% | 6% | 2 | 2
O=C(CCC(=O)OCC(=O)c1ccc(-c2ccccc2)cc1)Nc1cccc(Cl)c1 | 7% | -5% | 5% | -1% | 0% | 17% | -3 | -6
O=C(CSCc1ccccc1)Nc1ccc(S(=O)(=O)Nc2ncccn2)cc1 | 18% | -4% | -15% | 11% | -2% | 5% | -6 | 6
Nc1nc2c(ncn2[C@H]2C[C@H](O)[C@@H](CO)O2)c(=O)[nH]1 | -2% | -12% | 3% | -18% | -2%&3% | -41% | 0 | -8
O=C(CCCC(=O)OCC(Cl)=C(Cl)Cl)Nc1ccc(F)cc1 | 5% | 0% | 16µM* | 16% | 10% | 11% | 0 | -6
Cc1cc(C)c(S(=O)(=O)Nc2ccccn2)c(C)c1 | 5% | 3% | -4% | -15% | -3% | -17% | -6 | -6
COc1ccc(C(=O)NNC(=O)CN2CCC(n3nnc4cc(C(F)(F)F)ccc43)CC2)cc1 | -1% | 5% | -5% | 2% | -6% | -1% | 10 | 11
Oc1ccc(C[C@@H]2CNCCN2CCc2cc(C(F)(F)F)cc(C(F)(F)F)c2)cc1 | 1% | 23% | -11% | -2% | 1% | 38% | -5 | -25
CN(C)CCNc1nc2c(c(=O)[nH]c(=O)n2C)n1CC(O)COc1ccc(Cl)cc1 (stereo not given) | 4% | 11% | -7% | 10% | 2% | 10% | -23 | 3
CCN1C(=O)C(O)(CC(=O)/C=C/C=C/c2ccccc2)c2ccccc21 (stereo not given) | 6% | 14% | -6% | -4% | 14% | · | -10 | 8
CCCCOc1ccc(C2C(C(=O)c3cccs3)=C(O)C(=O)N2CCN2CCOCC2)cc1 (stereo not given) | -2% | -14% | 15% | -9% | 7% | 40% | -11 | -4
C=CCN1C(=O)CS/C1=N/c1nccs1 | -8% | 8% | -22% | -8% | -7% | 21% | -23 | -18
CCN(CC)C(=O)C1=C(C)N(Cc2ccc(F)cc2)C(=O)C(CC(=O)NCc2cccs2)C1 (stereo not given) | 4% | 6% | 21% | 14% | 1% | 9% | -22 | -5
CCOC(=O)Cn1c(C(=O)OCC)cc2sccc21 | 6% | 0% | 0% | -8% | -12% | -13% | 4 | -4
CC1CCN(C(=O)COC(=O)CNC(=O)c2ccccc2F)CC1 | 4% | 23% | -35%[inhibitor] | -1% | 0% | 16% | ? | -16
Cc1cc(C)c2c(N)c(C(=O)C(C)(C)C)sc2n1 | 4% | 4% | -1% | -5% | 6% | 0% | 8 | -4
CC(=O)OCc1nc2sc3c(c2c(=O)[nH]1)CCCC3 | -3% | -4% | 8% | -11% | -2% | 17% | -11 | 0
CCCCn1c(N)c(N(C)C(=O)c2ccc(Br)o2)c(=O)[nH]c1=O | 6% | 5% | 12% | 3% | -2% | -2% | 1 | 7
COc1cccc(CNC(=O)[C@@H]2CCCN2C(=O)[C@H]2CCCCN2C(=O)c2ccc(Cl)cc2)c1 | 9% | 0% | 19% | 7% | -8% | 13% | -7 | 1
COc1cccc(COC(=O)C2CCN(S(=O)(=O)c3ccc(Cl)cc3)CC2)c1OC | 10% | -9% | -18% | 0% | -8% | 29% | -3 | -2
CCCc1nc2ccccc2c(=O)n1NC(=O)c1c(O)c2cccc3c2n(c1=O)CCC3 | -2% | -3% | -7% | -3% | 0% | -1% | 8 | 10
O=C(CSc1nc2ccc([N+](=O)[O-])cc2[nH]1)c1ccc2ccccc2c1 | 3% | -3% | -9% | -12% | 2% | 1% | -18 | -14
O=C(c1ccc2c(c1)N(Cc1c(F)cccc1Cl)C(=O)c1ccccc1S2)N1CCOCC1 | · | · | 14% | -2% | · | ? | · | 6
CCCn1nc(C(=O)OCC(=O)c2c(N)n(C)c(=O)n(C)c2=O)c2ccccc2c1=O | -2% | -2% | -6% | -8% | 1% | 14% | 92 | 28
COc1ccc(C(CNC(=O)c2ccc(NS(=O)(=O)c3ccccc3)cc2)N2CCOCC2)cc1 (stereo not given) | 0% | -3% | 3% | 8% | -3% | 17% | -9 | -5

3 of these compounds in a different format.
Sequence of screens: EPAC2 agonist | EPAC2 antagonist | TDP-43 yeast inh | Abeta rescue | aSyn rescue | FUS suppressor | DRD3 antagonist | D3 ag
- Cc1cc(C)c2c(N)c(C(=O)C(C)(C)C)sc2n1
    4% | 4% | -1% | -5% | 6% | 0% | 8 | -4
- CC(=O)OCc1nc2sc3c(c2c(=O)[nH]1)CCCC3
    -3% | -4% | 8% | -11% | -2% | 17% | -11 | 0
- CCCCn1c(N)c(N(C)C(=O)c2ccc(Br)o2)c(=O)[nH]c1=O
    6% | 5% | 12% | 3% | -2% | -2% | 1 | 7
